# NSD2 HMT inh: NSD2 (human) methyltransferase inhibition; O96028; NSD2 peptide methylation, AlphaScreen, 120 min; inhibition, % at 12.5 µM; 310,000 compounds, 0.54% hits; AID 743445; in the data active = inhibition above about 50%
# Pemphigus Ab inh: inhibitors of pemphigus antibody binding to human desmoglein-3 | DSG3-coupled beads, scFv-anti-DSG3-GFP binding, flow cytometry; hits give low values | P32926 | binding (percent of control), % at 10 µM | 310,000 compounds, 0.48% hits;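 active = binding more than 3 SD below its plate's average and above zero; inconclusive = below that plate limit but binding exactly zero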;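 note: hits lower antibody fragment binding to DSG3; some compounds called inactive have numbers as strong as hits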
# Target sequence (P32926 whole entry, looked up, the tested form may be a part): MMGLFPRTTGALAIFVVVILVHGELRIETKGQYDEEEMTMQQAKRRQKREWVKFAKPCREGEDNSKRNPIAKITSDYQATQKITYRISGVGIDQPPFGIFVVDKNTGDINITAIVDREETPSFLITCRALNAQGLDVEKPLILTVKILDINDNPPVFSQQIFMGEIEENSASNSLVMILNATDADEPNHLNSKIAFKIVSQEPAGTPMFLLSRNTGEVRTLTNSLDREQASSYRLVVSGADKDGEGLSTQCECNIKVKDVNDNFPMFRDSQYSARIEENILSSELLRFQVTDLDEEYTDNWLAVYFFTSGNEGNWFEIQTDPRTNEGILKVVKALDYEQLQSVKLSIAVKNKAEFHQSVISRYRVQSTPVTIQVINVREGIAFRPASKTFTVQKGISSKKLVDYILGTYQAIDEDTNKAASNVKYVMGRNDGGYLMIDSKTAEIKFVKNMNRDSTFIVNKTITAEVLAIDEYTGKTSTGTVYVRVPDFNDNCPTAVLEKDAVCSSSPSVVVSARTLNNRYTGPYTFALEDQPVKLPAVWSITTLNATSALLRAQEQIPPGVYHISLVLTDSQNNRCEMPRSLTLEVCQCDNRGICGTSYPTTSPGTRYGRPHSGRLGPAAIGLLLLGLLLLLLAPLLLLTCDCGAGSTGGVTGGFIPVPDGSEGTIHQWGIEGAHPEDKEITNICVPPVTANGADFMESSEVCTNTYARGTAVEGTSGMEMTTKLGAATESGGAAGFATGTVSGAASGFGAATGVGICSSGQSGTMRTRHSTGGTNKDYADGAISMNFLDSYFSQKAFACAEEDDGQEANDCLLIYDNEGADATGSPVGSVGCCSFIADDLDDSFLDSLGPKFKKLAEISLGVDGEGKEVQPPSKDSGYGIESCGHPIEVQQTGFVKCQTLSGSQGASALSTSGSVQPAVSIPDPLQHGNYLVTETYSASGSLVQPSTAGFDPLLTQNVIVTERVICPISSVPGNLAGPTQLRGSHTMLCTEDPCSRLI
# SR-BI HDL uptake: inhibitors of mouse SR-BI mediated HDL lipid uptake | Q61009 | ldlA[mSR-BI] CHO cells, DiI-HDL uptake fluorescence, 3 h | inhibition, % at 12.5 µM | 320,000 compounds, 0.96% hits | AID 488896;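 active = mean replicate inhibition of at least 70% and a set share of replicates each scoring 70 or more; inconclusive = meets just one of the two criteria; inactive = fails both criteria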;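 note: 0% = median of neutral control wells and 100% = median of positive control wells; values of inactives mirror those of a sister screen read the other way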
# MITF TRPM1 HTS: activators of MITF-driven TRPM1 promoter activity in SK-MEL-5 cells; activation, % at 12.5 µM; AID 588334; 300,000 compounds, 0.75% hits; SK-MEL-5 TRPM1-promoter luciferase, 24 h; % of positive control, neutral wells = 0;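 active = mean activation of at least 80% with every replicate also reaching 80%; inconclusive = mean reaches 80% but some replicate falls short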;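 note: 0% = neutral control wells and 100% = parthenolide positive control wells; values of inactives mirror those of a sister screen read the other way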
# Arrestin-AP2 inh: blocks beta-arrestin peptide binding to AP2 adaptin; FITC-arrestin peptide / GST-AP2 beads, flow cytometry; AP2 beta2 appendage carries R879A mutation; AID 504490; inhibition, % at 10 µM; 340,000 compounds, 0.31% hits;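 active = inhibition above a set limit, near 3 SD of compounds lacking own fluorescence, cut at about 54% in these data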;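 note: plate controls were DMSO wells for no effect and 5 µM unlabelled arrestin peptide for full effect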
#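 System: GST-AP2 R879A glutathione beads | Also added: FITC-arrestin peptide, 50 nM | Times: 12 min plus 1 h, RT | Signal: Bead flow cytometry, FITC channel | Buffer or medium: PBS with 0.05% Tween 20 and 0.1% BSA | Read-out basis: Percent drop in bead-associated FITC signal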
# dFosB act: activators of mouse delta FosB homodimer | AID 493131 | purified delta FosB, TAMRA-CDK5 oligo fluorescence polarization; percent of positive-control signal above neutral wells | 340,000 compounds, 0.99% hits | activation, % at 25 µM;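 active = mean activation above about 17%, with every replicate also reaching it, limit read from the data, passing the limit was not always enough; inconclusive = only one of the two conditions met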;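 note: fluorescence polarization rise as delta FosB binds a TAMRA Cdk5 AP-1 oligo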
# PKA-R2B activ: activators of human PKA-R2B complex. P22694+P31323. 340,000 compounds, 0.079% hits. activation, % at 11.4 µM. PKA-R2B holoenzyme dissociation, Cy5-IP20 fluorescence polarization; R2B truncated from residue 108, S112A mutant; 0% DMSO only, 100% 113 µM cGMP. AID 504700;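 active = activation above a cutoff set at the mean over all compounds plus 3 SD, cut at about 18% in these data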;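 note: higher means more holoenzyme dissociation and a rise in polarization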
# CDK5 p35 inh: inhibitors of human CDK5/p35 kinase | Q00535+Q15078 | Recombinant CDK5/p35, ADP-Glo luminescence, 60 min | 330,000 compounds, 0.01% hits | inhibition, % at 10 µM;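 active = highest replicate inhibition of at least 50% and at least 75% of replicates reaching 50%; inconclusive = only one of the two criteria met; inactive = both criteria failed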;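 note: plate controls were DMSO neutral control for no effect and GW8510 at 10 µM for full effect; many of its hits are not listed in these tables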
# PKA-R1A act: activators of PKA-R1A complex | AID 504707 | 340,000 compounds, 0.083% hits | PKA-R1A dissociation, Cy5-IP20 fluorescence polarization; scaled: DMSO 0%, 113 µM cGMP 100% | P00514+P68181 | activation, % at 11.4 µM;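 active = percent activation above the mean of all tested compounds plus 3 SD, cut at about 19% in these data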;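 note: higher means more PKAc released from R1A so a rise in polarization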
# Mot1-301 SUMO: SUMOylation pathway inhibition by Mot1-301 growth rescue. 320,000 compounds, 1% hits. S. cerevisiae Mot1-301 growth rescue, ATP luminescence, 38.5C; percent above DMSO median, 100 means doubled. growth rescue, % at 18.8 µM;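 active = every valid replicate shows activation above 250% relative to neutral control wells; inactive = the rest, any valid replicate at or below 250%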;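 note: OY570 slx delta 5 strain wells were the positive control but not used for scaling; some compounds called inactive have numbers as strong as hits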
# SR-BI uptake up: SR-BI HDL lipid transfer activation; CHO ldlA[mSR-BI] cells, DiI-HDL uptake fluorescence, 3 h; 100 = double the neutral-control signal; activation, % at 12.5 µM; 320,000 compounds, 0.096% hits; AID 504775;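 active = mean replicate activation of at least 60% and every replicate at or above 60%; inconclusive = mean or all-replicate condition met, but not both; inactive = mean below 60% and not all replicates reaching 60%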;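 note: 0% = median plate neutral-control signal and 100% = twice that signal; values of inactives mirror those of a sister screen read the other way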
#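 System: LDL receptor-deficient CHO ldlA cells overexpressing murine SR-BI | Timing: 3 h uptake period with compound, 37 °C | Medium: HEPES-buffered (25 mM, pH 7.4) F12 plus 0.5% BSA | Dosing: Single-point compound dose | Signal: Bottom-read fluorescence, 550/595 nm | Read-out: Retained DiI signal reflecting DiI-HDL uptake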
# * marks the source's active call; other numbers are inactive results; ? = inconclusive; . = no result given.
cpd	NSD2 HMT inh	Pemphigus Ab inh	SR-BI HDL uptake	MITF TRPM1 HTS	Arrestin-AP2 inh	dFosB act	PKA-R2B activ	CDK5 p35 inh	PKA-R1A act	Mot1-301 SUMO	SR-BI uptake up	SMILES
1	0	101	-21	.	-15	13	-8	1.3	-8	385	21	O=C(NCc1ccccc1)C(=O)NCC1COc2ccccc2O1 (centres undefined)
2	9	117	.	4	-11	-2	-2	0.0	-2	-4	.	O=c1[nH]c(/C=C/c2ccccc2Cl)c([N+](=O)[O-])c(=O)[nH]1
3	3	95	9	.	5	-2	10	0.4	5	30	-9	COc1ccccc1Nc1nc(N)nc(CN2CCN(Cc3ccccc3)CC2)n1
4	34	105	1	-12	13	-12	7	-1.9	-9	-3	-1	CCn1cc(C(=O)N(CCC(C)C)c2c(N)n(Cc3ccccc3)c(=O)[nH]c2=O)c(=O)c2ccc(C)nc21
5	-2	96	7	71	8	0	1	0.2	5	25	-7	O=C(Nc1ccccc1C(F)(F)F)c1cc(-c2ccc(O)cc2)on1
6	3	102	-46	2	-1	4	-4	-0.5	7	8	46	C=CCOc1ccccc1CN1CCCN(C)CC1
7	1	.	-34	-9	3	-6	2	0.0	11	-1	34	N/C(Cc1ccc([N+](=O)[O-])cc1)=N\OC(=O)CC1CCCCC1
8	0	104	-15	1	5	-15	-12	0.1	5	-20	15	CC(C)(C)c1ccc(S(=O)(=O)N2CCC(CO)(CC3CCCCO3)CC2)cc1 (centres undefined)
9	7	92	-15	-14	-3	-2	-7	-0.9	0	-9	15	COc1ccc(C2(c3ccc(OC)cc3)NC(=O)N(CC(=O)Nc3cc(C)on3)C2=O)cc1
10	-3	87	-10	-8	-10	1	-1	0.3	-1	32	10	COc1ccc(N2C(=O)C3CCCN3C2=S)cc1 (centres undefined)
11	1	106	-3	-3	24	-11	-7	-0.8	-1	-5	3	Cc1ccc(S(=O)(=O)N2CCN(CC(=O)Nc3ccc(N4CCOCC4)cc3)CC2)cc1C
12	1	107	16	1	-9	-13	6	-0.2	2	-5	-16	O=C(Nc1ccc(S(=O)(=O)N2CCCC2)cc1)C1CC(=O)N(CCc2ccc(F)cc2)C1 (centres undefined)
13	0	104	-36	4	-3	-1	-1	0.8	-1	136	36	CCCn1c(N)c(N(CCOC)C(=O)c2ccc(N(C)S(=O)(=O)c3ccc(C)cc3)cc2)c(=O)[nH]c1=O
14	-1	107	.	-5	-5	-1	-5	-0.1	-5	3	.	CC(C)NC(=O)CSc1nc(N)c(NC(=O)c2ccccc2F)c(=O)[nH]1
15	1	104	0	-1	9	-5	2	-2.2	8	21	0	O=C(CSc1ccc2nnc(-c3cccnc3)n2n1)Nc1ccccc1
16	.	98	11	-2	8	-5	12	0.7	1	-8	-11	O=C(CSc1nnnn1-c1cccc2c1CCCC2)N1CCOCC1
17	0	107	-3	10	22	-3	-8	-0.6	-2	278	3	O=C(COC(=O)c1cccc(S(=O)(=O)N2CCOCC2)c1)NCCc1ccccc1
18	.	106	4	-2	-4	-3	-2	3.1	-10	-9	-4	O=Cc1cccn1-c1ccccc1
19	1	106	1	-5	4	-6	-1	1.7	-5	-7	-1	CCn1cc(CN2CCC(Oc3ccc(C(=O)N4CCCCC4)cc3)CC2)cn1
20	.	103	21	-36	-5	-5	-1	1.4	-8	22	-21	COc1ccc(CCNC(=O)c2ccc(Cl)c(S(=O)(=O)N3CCCCCC3)c2)cc1
21	-2	99	-3	13	10	-14	-15	-0.8	-1	8	3	CCCSc1nc2c3c(sc2c(=O)[nH]1)CC(C)(CC)OC3 (centres undefined)
22	-1	96	-136	14	4	-14	-5	3.1	-7	.	?	C=CCOc1ccc2c(c1)CCC1C2CCC2(C)C(O)C(O)CC12 (centres undefined)
23	-4	98	-19	9	-2	6	-4	1.0	-6	-12	19	C=CCN1C(=Nc2ccccc2)SC/C1=C\C(=O)OC
24	1	107	-19	11	27	-10	-4	0.4	-2	-11	19	O=C(CS(=O)(=O)Cc1ccccc1)NCc1ccco1
25	-1	108	-13	.	0	1	3	-5.1	-10	19	13	CCOC(=O)CCCCC(=O)NC(CO)C(=O)NC (centres undefined)
26	-3	105	-19	-9	26	-11	3	-0.3	4	-3	19	NNC(=O)c1cccc(O)c1
27	-1	100	11	.	4	-2	5	0.8	2	-5	-11	Cc1cc(C)cc(NC(=O)N(CCC#N)Cc2cccs2)c1
28	-2	107	48	-16	-1	-8	-15	-0.9	-8	-5	-48	COc1ccc(-n2c(C)cc(-c3csc(NC(=O)c4ccc(S(=O)(=O)N(C)C)cc4)n3)c2C)cc1
29	-1	.	-14	-1	0	9	0	-6.1	2	-6	14	Nc1c(N=O)c(=O)[nH]c(=O)n1-c1ccccc1
30	-3	114	.	-3	16	-3	4	1.7	0	-8	.	Cc1ccc(-c2cc(C(=O)Nc3c(C)n(C)n(-c4ccccc4)c3=O)no2)cc1
31	-1	105	1	-9	14	-6	2	5.0	-2	-7	-1	O=S(=O)(c1ccccc1)c1nc(-c2ccco2)oc1Nc1ccccc1
32	-12	114	-19	-1	-20	-6	5	1.1	-7	-1	19	O=C(COC(=O)CCSc1ccccc1)NCc1ccc(F)cc1
33	-9	96	.	-9	0	0	7	0.2	4	4	.	COc1ccc(OC)c(NC(=O)CCNC(=O)c2ccco2)c1
34	0	100	6	18	-7	1	4	1.2	-8	-5	-6	NC(N)=Nc1ccc(N=C(N)N)cc1
35	-3	102	-4	2	4	-7	3	0.2	0	-1	4	CCn1cc(C(=O)N[C@@H](C)C(=O)NCCCn2ccnc2)c(=O)c2cc3c(cc21)OCO3
36	-1	97	124*	.	-5	-6	.	-1.7	.	-1	-124	O=C(CN(c1cccc(Br)c1)S(=O)(=O)c1ccccc1)N/N=C/c1cc([N+](=O)[O-])ccc1O
37	-3	103	7	.	-5	4	-3	-0.2	-2	-2	-7	CCOc1ccc(S(=O)(=O)N2CCC(C(=O)NCCc3ccccc3)CC2)cc1
38	1	94	-28	-2	40	2	0	0.5	6	.	28	O=[N+]([O-])c1c(O)c(Cl)cc(Cl)c1Cl (tested in a mixture with another compound)
39	1	92	19	-12	45	-1	-1	0.8	1	2	-19	Cc1ccc(NC(=O)C2CCN(C(=O)NCc3ccccc3)CC2)cc1C
40	.	101	11	4	-8	1	-8	0.2	-9	-29	-11	COc1ccc(-c2oc(=O)c3cc(OC)c(OC)cc3c2C#CC2(O)CCCCC2)cc1
41	.	89	.	4	-5	-15	8	-1.2	2	31	.	COc1cccc(C(=O)CC(=O)C(=O)Nc2cc(Cl)c(OC)cc2OC)c1
42	-2	105	4	10	-4	-7	-8	-1.4	-3	2	-4	CC1CCc2c(sc3nc(CN4CCN(S(=O)(=O)c5ccccc5[N+](=O)[O-])CC4)[nH]c(=O)c23)C1 (centres undefined)
43	-3	98	15	-13	-7	-6	-7	-5.2	-4	.	-15	CC(C)CCOc1ccc(/C=C2\CCn3c2nc2cc(C(=O)O)ccc2c3=O)cc1
44	-3	.	-14	32	9	2	-5	-0.8	1	-16	14	O=C(CCS(=O)(=O)c1ccccc1)N1CCOCC1
45	0	.	0	-18	-12	-2	-3	-1.6	4	6	0	CS(=O)(=O)c1ccc2nc(NC(=O)CCS(=O)(=O)c3ccccc3)sc2c1
46	.	104	-2	10	38	-11	-1	4.6	2	-8	2	Nc1nccnc1C(=O)OCC(=O)N1CCN(S(=O)(=O)c2ccc(Cl)cc2)CC1
47	0	106	73*	-1	7	7	3	0.6	-2	.	-73	CN1C(=O)CC(C(=O)Nc2ccccc2F)SC1=Nc1ccc2c(c1)OCO2 (centres undefined)
48	2	106	-10	-7	-15	-11	3	-2.6	-7	.	10	CCOC(=O)C1C2C=CC3(CN(Cc4ccccc4)C(=O)C13)O2 (centres undefined)
49	.	96	13	-8	-5	-19	3	-1.5	2	17	-13	COC(=O)[C@]1(Cc2ccccc2)N[C@H](CN(C)C(=O)c2ccc(F)cc2)[C@@H]2C(=O)N(Cc3ccccc3)C(=O)[C@@H]21
50	-3	100	3	-1	43	-2	-4	-1.0	-1	27	-3	CCN1C(=O)C(CC(=O)Nc2ccc(OC)cc2)N(Cc2cccs2)C1=S (centres undefined)
51	2	103	31	-2	-16	-5	0	1.0	-3	-14	-31	CCc1nn(CC(=O)NCCCN2CCN(C)CC2)c(=O)c2cc3sc(C)cc3n12
52	1	.	83*	17	4	6	0	-1.3	-2	-16	-83	Cc1cc(=O)oc2cc(OCc3cc4c(cc3Cl)OCO4)ccc12
53	-5	104	35	8	1	-22	-6	-2.5	-7	272	-35	COc1cc(-c2nc(-c3ccncc3)no2)cc(OC)c1OC
54	0	102	-10	-23	-7	4	-5	0.0	-4	-7	10	Cc1cc(C)c(OCC(=O)OC(C)C(=O)NC2CC2)c(C)c1 (centres undefined)
55	-4	85	-16	-12	4	-15	-4	-5.1	-7	.	16	N#Cc1ccc(Cl)cc1NC(=O)COC(=O)c1ccc2c(c1)OCCO2
56	0	103	-4	-2	11	-12	1	-0.6	4	5	4	N#Cc1cccc(NC(=O)COC(=O)c2ccccc2Sc2ccccc2C#N)c1
57	.	101	25	-16	8	-10	2	0.9	0	-7	-25	C/C=C\C=C\C(=O)Nc1cccc(C2=NOC3(C2)C[C@@H](C(N)=O)N(C(=O)C(c2ccccc2)c2ccccc2)C3)c1 (some centres undefined)
58	-5	.	11	4	37	2	-10	3.4	0	-1	-11	Cc1ccc(-n2cc[nH]c2=S)cc1C
59	-4	99	-28	.	0	0	-3	-1.1	1	-2	28	COc1cccc(Cn2cc(C(=O)NCCN(C)C)nn2)c1
60	-2	99	.	2	40	-5	-15	0.9	-11	-17	.	CC1(C)CC(=O)C(C(=S)Nc2ccc(F)cc2)=C(NCCN2CCOCC2)C1
61	-2	104	15	7	11	-7	-10	-2.6	-7	19	-15	Cc1ccc(/C=C/C(=O)Nc2nnc(SCc3ccc(C#N)cc3)s2)o1

# Source: PubChem (several laboratories)
